# FBW7 act – FBW7 E3 ligase activators, primary screen, biochemical, AlphaScreen, human; F-box/WD repeat-containing protein 7 (Homo sapiens), Q969H0; AlphaScreen FBW7–phospho-cyclin E peptide binding, activator screen; normalized activity (activation), % at 26.1 µM; actives 0.13% (n = 650,000); in the data active means normalized activity above about 1.9%;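 further: purified mutant Fbw7 with reduced substrate affinity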
# Target sequence (Q969H0 whole entry, looked up): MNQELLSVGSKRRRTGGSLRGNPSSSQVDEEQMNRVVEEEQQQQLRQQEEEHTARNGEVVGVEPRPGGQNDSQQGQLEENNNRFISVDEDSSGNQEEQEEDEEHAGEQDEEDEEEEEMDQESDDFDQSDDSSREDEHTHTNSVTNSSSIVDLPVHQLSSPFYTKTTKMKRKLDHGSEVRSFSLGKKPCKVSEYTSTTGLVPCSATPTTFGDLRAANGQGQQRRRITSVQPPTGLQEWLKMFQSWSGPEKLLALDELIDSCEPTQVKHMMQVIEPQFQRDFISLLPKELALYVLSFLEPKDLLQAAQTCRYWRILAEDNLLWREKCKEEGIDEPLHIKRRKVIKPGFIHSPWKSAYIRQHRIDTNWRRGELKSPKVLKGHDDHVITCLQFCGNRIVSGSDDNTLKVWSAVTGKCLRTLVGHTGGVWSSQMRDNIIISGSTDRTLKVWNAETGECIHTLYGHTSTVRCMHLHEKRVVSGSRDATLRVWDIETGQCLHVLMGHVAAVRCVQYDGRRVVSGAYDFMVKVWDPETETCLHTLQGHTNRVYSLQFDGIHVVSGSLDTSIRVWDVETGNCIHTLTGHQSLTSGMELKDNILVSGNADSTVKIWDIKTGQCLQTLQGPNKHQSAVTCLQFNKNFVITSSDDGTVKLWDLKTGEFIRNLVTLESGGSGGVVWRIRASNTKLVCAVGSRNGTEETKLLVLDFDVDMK
# MITF inh – MITF inhibitors, primary screen, biochemical, AlphaScreen, human; AlphaScreen MITF homodimerization, bead proximity signal; AID 1259374, 2018; Microphthalmia-associated transcription factor (Homo sapiens), O75030; actives 0.91% (n = 650,000); inhibition, % at 2.6 µM; in the data active means inhibition above about 50%;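 further: 0% = vehicle wells with protein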
# GPR151 ag – activators of human GPR151, primary screen, cell-based, PathHunter beta-arrestin, luminescence; G-protein coupled receptor 151 (Homo sapiens), Q8TDV0; PathHunter beta-arrestin GPR151 cells; activation, % at 11.2 µM; actives 1% (n = 650,000); in the data active means activation above about 4.9%;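 further: 0% = median of compound wells and 100% = cells with positive control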
# Target sequence (Q8TDV0 whole entry, looked up): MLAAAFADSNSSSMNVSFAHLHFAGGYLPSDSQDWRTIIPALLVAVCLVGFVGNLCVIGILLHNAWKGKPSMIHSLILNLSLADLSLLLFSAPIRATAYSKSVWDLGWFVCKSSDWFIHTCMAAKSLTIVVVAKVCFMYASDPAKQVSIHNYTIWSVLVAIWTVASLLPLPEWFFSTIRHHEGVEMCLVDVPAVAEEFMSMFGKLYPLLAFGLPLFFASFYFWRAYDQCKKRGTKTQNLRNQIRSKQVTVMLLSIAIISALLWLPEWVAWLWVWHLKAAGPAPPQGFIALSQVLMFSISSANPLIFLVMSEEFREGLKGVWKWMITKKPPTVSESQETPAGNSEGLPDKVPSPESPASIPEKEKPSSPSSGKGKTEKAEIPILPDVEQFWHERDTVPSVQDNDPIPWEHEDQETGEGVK
# TEAD-YAP inh – TEAD-YAP interaction inhibition, primary screen, TEAD-YAP interaction inhibitor project, luminescence, HEK-TIYL cells | inhibition, % at 9.12 µM | actives 1.4% (n = 640,000) | TEAD-Gal4/YAP UAS-luciferase luminescence | AID 1259422, 2018; in the data active means inhibition above about 32%;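 further: 0% = median of test compound wells and 100% = reference inhibitor wells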
# * = called active by the depositor; & = joins results of further samples. Outcome played no part in choosing rows (roughly 3.5% active in at least one column).
SMILES,FBW7 act,MITF inh,GPR151 ag,TEAD-YAP inh
CCOc1ccc(C(=O)Nc2ccc3oc(-c4cccnc4)nc3c2)cc1Cl,-0.1,-9,0.7,-7
Cc1cccc(N(C(=O)c2csnn2)C(C(=O)NC(C)(C)C)c2ccncc2)c1 (stereo not drawn),-0.2,-4,-0.5,8
CC(=O)Nc1ccc(N=Cc2c(O)n(-c3ccc(C)cc3C)c(=O)c3ccccc23)cc1,0.0,-1,-0.7,-5
Nc1ncc(-c2ccc3c(c2)OCO3)s1,0.3,14,-0.7,-18
CC1CCN(c2nc3c(c(=O)[nH]2)CCN(Cc2ccc(F)c(F)c2)C3)CC1,0.1,0,0.2,4
Cc1cccc(NC(=O)CN2C(=O)COc3cc(S(=O)(=O)NC4CCCC4)ccc32)c1,0.1,2,-1.5,-4
COc1cc(/C=C(\C#N)C(=O)Nc2ccc(NC(C)=O)cc2)cc(Br)c1OC,0.1,12,-0.2,-10
COc1ccc(C=Nc2ccc3c(c2)OCCO3)cc1,0.1,8,-0.6,21
COc1cc(CN(CCN(C)C)Cc2ccccc2)cc(OC)c1,0.6,70*,-1.4,10
CCNc1nc(NCc2cccc(C(F)(F)F)c2)nc(N(CC)CC)n1,0.1,-13,3.0,13
Cc1nc2ccccc2n1CC(O)COCc1ccccc1 (stereo not drawn),-0.2,-11,1.3,4
CCOC(=O)C1(C#N)C(N)=C(C#N)C2=CCCCC2C1c1ccccc1 (stereo not drawn),0.0,-13,1.0,12
O=C(O)COc1ccc(C(=O)OCC(=O)c2cccc(Br)c2)cc1,0.0,0,0.7,-4
COc1ccc(CN(C)C(=O)CC2(c3cccc(F)c3)CC(=O)N(C)C2=O)cc1OC (stereo not drawn),0.1,9,0.1,-43
NC(Cc1ccc(SC(F)F)cc1)C(=O)O (stereo not drawn),-0.1,-2,-0.1,-2
CCCCCc1nnc(NC(=O)CC)s1,0.3,4,-1.8,3
O=c1[nH]c(=S)[nH]c(O)c1C=NCc1ccccc1,0.0,8,0.0,1
Clc1ccc(OCCN2CCNCC2)c(Br)c1,-0.5,65*,2.0,13
COCC(=O)N(c1ccc(OC)cc1)C1C=CS(=O)(=O)C1 (stereo not drawn),-0.1,3,-0.5,-4
CC(=O)OC1CCC2(C)C3CCC4(C)C(CC5OC6(CCC(C)CO6)C(C)C54)C3CC(=O)C2(O)C1 (stereo not drawn),0.0,-2,-1.7,-2

# The last 2 entries of the section before are carried over, then new ones follow.
SMILES,FBW7 act,MITF inh,GPR151 ag,TEAD-YAP inh
COCC(=O)N(c1ccc(OC)cc1)C1C=CS(=O)(=O)C1 (stereo not drawn),-0.1,3,-0.5,-4
CC(=O)OC1CCC2(C)C3CCC4(C)C(CC5OC6(CCC(C)CO6)C(C)C54)C3CC(=O)C2(O)C1 (stereo not drawn),0.0,-2,-1.7,-2
CC1=C(C(=O)OC2CCCCC2)C(c2ccc(N(C)C)cc2)C2=C(CC(C)(C)CC2=O)N1 (stereo not drawn),0.1,-4,-0.5,0
CCS(=O)(=O)N1CCN=C1SCc1ccccc1C,1.1,21,-0.9,-6
CCCn1c(CCC(=O)NCCC(C)C)nc2cccnc21,-0.1,1,0.0,2
CC(Cc1cccnc1)N1CCCC(c2ccn[nH]2)C1 (stereo not drawn),-0.1,1,-0.7,12
O=C(NCCC1=CCCCC1)c1cn(-c2ccc(Cl)cc2)c(=O)c2ccccc12,0.0,-2,-0.9,6
CNc1ccc(S(=O)(=O)NCC(=O)OCC(=O)Nc2ccc(F)cc2)cc1[N+](=O)[O-],-0.1,-2,-1.6,4
CC(=O)c1ccc(NC(=O)c2oc3ccc4c(c3c2C)C(=O)CC(C)(C)O4)cc1,0.2,-1,-0.6,0
CCNS(=O)(=O)c1ccc(-c2ccc(-n3cnnn3)cc2)cc1,-0.1,4,0.4,-1
COc1ccc(/C=C/C(O)=C2/C(=O)NC3(C)CC2c2ccccc2O3)cc1 (stereo not drawn),0.0,-11,-0.2,4
CCOC(=O)c1nnn(-c2nonc2N)c1COc1ccccc1,-0.4,4,-0.5,0
O=S(=O)(NCC(c1ccc2c(c1)OCO2)N1CCOCC1)c1ccccc1 (stereo not drawn),-0.1,-11,-1.2,-16
Cc1nccn1-c1ccc(NC(=O)C2CCCN(Cc3cccn3-c3ncccn3)C2)cc1 (stereo not drawn),-0.2,6,2.0,12
CCOc1ccccc1N(CC(=O)Nc1ccccc1OC)S(C)(=O)=O,0.0,0,8.9*,-3
O=C(NC1CCCCC1)C1CCC(=O)N1C1CCCC1 (stereo not drawn),-0.1,-5,0.1,-1
CN1C(=O)CC(Sc2ncccc2C(=O)O)C1=O (stereo not drawn),0.1,6,1.5,-3
Cc1ccsc1C(=O)NC(C)C(c1cccs1)N1CCCC1 (stereo not drawn),-0.1,-12,-0.4,-1
CC1=C(C(=O)NC(C)CCc2ccco2)C2(CCCCC2)OC1=O (stereo not drawn),0.8,13,1.0,6
CCC(=O)N=c1n(CC(=O)c2ccccc2)c2ccccc2n1Cc1ccc(Cl)cc1,0.0,-7,-0.5,-2
CC(C)CCN1CCN(Cc2ccoc2)CC1CCO (stereo not drawn),-0.1,-2,1.3,-4
Cc1ccc(N2C(=O)CSC2c2cccnc2)cc1F (stereo not drawn),0.3,-15,1.2,1
COc1cccc(CN2CCN(Cc3ccc(-n4cccn4)cc3)CC2CCO)c1 (stereo not drawn),-0.1,-6,0.1,-5
COc1ccc2cc(C3(C)NC(=O)N(CC(=O)Nc4ccc(C)cc4)C3=O)ccc2c1 (stereo not drawn),-0.2,9,-0.6,-5
Cc1ccc(OCC(=O)Nc2cc(Cl)ccc2C(=O)O)cc1C,0.1,-9,-1.1,-2
Cc1ccc(S(=O)(=O)CCC(=O)Nc2nccs2)cc1,0.0,-6,0.5,8
O=C(NCCc1nnc2n1CCN(Cc1ccc3ncccc3c1)CC2)C1CCC1,0.1,-1,0.4,-2
COc1ccc(N2C(=O)CC(Nc3cccc(SC)c3)C2=O)c([N+](=O)[O-])c1 (stereo not drawn),-0.1,1,-0.1,2
OC(c1cc(C(F)(F)F)nc2c(C(F)(F)F)cccc12)C1CCCCN1 (stereo not drawn),0.0&-0.1,-1&0,-0.8&-0.5&4.1,-7
O=C(NCCC1=CCCCC1)c1ccc2nc(-c3ccccc3)c(-c3ccccc3)nc2c1,0.1,3,1.5,-6
O=C(C1COc2ccccc2O1)N1CCOCC1 (stereo not drawn),0.1,-5,0.8,-3
Cc1nn(-c2ccccc2)nc1CNS(=O)(=O)c1ccc(N2CCOCC2)nc1,0.0,7,0.9,6
OCCOc1cccc(CN2CCCC(CO)(Cc3cccc(Cl)c3)C2)c1 (stereo not drawn),0.2,15,0.0,7
Cn1ncc2c(N3CCN(c4ccccc4Cl)CC3)ncnc21,0.0,10,1.1,-9
CCC(C(=O)NC(C)C)n1nc(C)n2c(cc3occc32)c1=O (stereo not drawn),-0.1,10,0.4,-3
COc1ccc(N2CCN(C3CCCN(C(=O)C4=C(C)OCCO4)C3)CC2)cc1 (stereo not drawn),0.1,2,-0.3,12
CCOCCCNC(=O)C(C)N1C(=O)CC(C)(C)Sc2ccccc21 (stereo not drawn),0.5,17,0.1,0
O=C(c1cnn2cccnc12)N1CCCC(c2nc3sc4c(c3c(=O)[nH]2)CCCC4)C1 (stereo not drawn),-0.1,0,0.5,-13
CC1CN(Cc2c(C(=O)N3CCCCCCC3)nc3ccc(Cl)cn23)CCN1C (stereo not drawn),0.5,9,-1.2,9
COCCNC(=O)Cn1nc(-c2ccccc2OC)ccc1=O,0.8,5,-0.5,0
OC1(c2cccnc2)CCN(CCc2ccccc2)CC1,0.4,-10,-1.1,1
Cc1nc2nc(NCc3ccc(F)cc3)nn2c(C)c1Cl,0.3,-13,0.4,-15
CC(=O)N(c1nnc(-c2ccncc2)s1)C1CCCC1,-0.2,-8,-0.3,-12
Cc1ccc2nc(CN3CCC(c4ccncc4)CC3)nc(N3CCSCC3)c2c1,0.2,0,-0.4,-2
Cc1ccccc1NC(=O)CCNC(=O)C(c1ccccc1)c1ccccc1,-0.1,16,-1.0,-12
Cc1oc2ccc(OCC(=O)c3ccccc3)cc2c1C(=O)OC(C)C,-0.2,-6,-1.0,1
c1ccc2c(-c3nc(NCCN4CCOCC4)c4[nH]cnc4n3)csc2c1,0.0,16,-1.0,-12
CCC(C)NS(=O)(=O)c1ccc(OC)c(OC)c1 (stereo not drawn),-0.2,-7,0.1,7
O=C(CCN1C(=O)c2ccccc2C1=O)N1CCc2ccccc2C1,0.2,3,0.8,3
Cc1ccc(C2C(C(=O)c3ccco3)=C(O)C(=O)N2CCCn2ccnc2)cc1 (stereo not drawn),0.1,4,-0.6,0
Cc1nn2cc(CCNC(=O)CC3C(=O)NCCN3CC(C)C)nc2s1 (stereo not drawn),-0.2,2,-0.7,-5
CC(C)c1ccc(/C=C2\N=C(c3cccc(I)c3)OC2=O)cc1,-0.1,-8,-0.8,-10
COc1ccc(-c2cnc3ccc(NCc4ccco4)nn23)c(OC)c1,-0.1,-7,-0.6,0
O=C(Nc1ccon1)C1(c2cccs2)CCOCC1,0.2,-2,-1.6,-2
COc1cc(OC)cc(C(=O)N[C@H](C(=O)OCC(N)=O)C(C)C)c1,-0.2,-3,-0.4,-6
CC(NC(=O)c1ccc(=O)[nH]c1)C12CC3CC(CC(C3)C1)C2 (stereo not drawn),0.0,1,1.0,-7
CCOC(=O)c1cn2c3c(c(F)c(F)c(F)c3c1=O)SC(N1CCCC1)=N2,-0.3,7,1.9,-2
Cc1cc(/C=C2\NC(=O)NC2=O)c(C)n1-c1ccc(O)cc1,-0.1,-13,-0.9,-8
Cn1c(COc2ccc(Cl)cc2)nnc1SCC(=O)NC(C)(C)C,0.1,-2,-0.7,-2
CCCCCCc1nc2ccccc2c(=O)n1NC(=O)c1c(O)c2ccccc2n(C)c1=O,0.0,3,0.3,4
O=[N+]([O-])c1cnc(N2CCOCC2)nc1N1CCOCC1,-0.1,0,-0.4,1
O=C(Nc1nnc(SCc2ccccn2)s1)C1CC(=O)N(c2ccccc2)C1 (stereo not drawn),0.3,-12,0.0,0

# New compounds follow.
SMILES,FBW7 act,MITF inh,GPR151 ag,TEAD-YAP inh
O=C(Nc1cnn(-c2cccc(CNCCN3CCOCC3)c2)c1)Nc1ccccc1Cl,0.0,-6,-0.6,-5
COc1cccc(CNC(=O)c2cccc(NC3=NC4CS(=O)(=O)CC4S3)c2)c1 (stereo not drawn),1.1,8,-0.1,-12
CSc1cccc(NC(=O)CSc2nc3ccccc3o2)c1,1.1,20,1.5,-51
CCOC(=O)C1CCC(CN(Cc2ccc(Cl)cc2)S(=O)(=O)c2c(C)c(C)cc(C)c2C)CC1 (stereo not drawn),0.1,0,-1.1,3
COc1cc(NC(=O)c2sc3nc(C)nc(N4CCOCC4)c3c2C)cc(OC)c1OC,0.1,12,0.9,0
N=C1C(c2ccccc2)=C(O)CN1CCCO,0.1,21,-1.0,0
CC1=C(C(=O)NCCc2ccc(S(N)(=O)=O)cc2)C2(CCCCC2)OC1=O,-0.2,-8,1.4,-3
Cc1cccc(NC(=O)c2cc(S(=O)(=O)NC3CCCCC3C)ccc2F)c1C (stereo not drawn),-0.1,2,-1.1,26
O=C(C1CCCO1)N(c1ccc(F)cc1)C1C=CS(=O)(=O)C1 (stereo not drawn),-0.1,-16,2.7,4
COC(=O)CCSc1ncnc2scc(-c3ccc(Cl)cc3)c12,0.2,-3,0.6,-7
Fc1ccccc1/C=N/Nc1nccnc1Cl,-0.3,5,-7.1,-16
Cc1nc2c(C(=O)NC3CC3)cnn2c(C)c1Cc1ccccc1F,0.1,-2,1.9,0
CCN(CC)CCN1C(=O)Cn2c(C)c(C)c3cccc1c32,-0.1,13,1.1,-5
CC(C)(C)C(=O)N1CCC[C@H]1Cn1nc(-c2ccccc2)ccc1=O,0.0,-9,0.8,0
O=C(CN1C(=O)C(c2ccccc2)Oc2cccnc21)NCc1cccnc1 (stereo not drawn),0.0,-7,-0.3,-1
O=C(NCC1CCCO1)C1CC(c2ccc(Cl)cc2)=NO1 (stereo not drawn),0.0,-3,-0.5,3
CCc1cccc(OCCCN2CC(C)OC(C)C2)c1 (stereo not drawn),0.0,29,-0.7,4

# A different layout for 12 compounds above:
SMILES	FBW7 act	MITF inh	GPR151 ag	TEAD-YAP inh
N=C1C(c2ccccc2)=C(O)CN1CCCO	0.1	21	-1.0	0
CC1=C(C(=O)NCCc2ccc(S(N)(=O)=O)cc2)C2(CCCCC2)OC1=O	-0.2	-8	1.4	-3
Cc1cccc(NC(=O)c2cc(S(=O)(=O)NC3CCCCC3C)ccc2F)c1C (stereo not drawn)	-0.1	2	-1.1	26
O=C(C1CCCO1)N(c1ccc(F)cc1)C1C=CS(=O)(=O)C1 (stereo not drawn)	-0.1	-16	2.7	4
COC(=O)CCSc1ncnc2scc(-c3ccc(Cl)cc3)c12	0.2	-3	0.6	-7
Fc1ccccc1/C=N/Nc1nccnc1Cl	-0.3	5	-7.1	-16
Cc1nc2c(C(=O)NC3CC3)cnn2c(C)c1Cc1ccccc1F	0.1	-2	1.9	0
CCN(CC)CCN1C(=O)Cn2c(C)c(C)c3cccc1c32	-0.1	13	1.1	-5
CC(C)(C)C(=O)N1CCC[C@H]1Cn1nc(-c2ccccc2)ccc1=O	0.0	-9	0.8	0
O=C(CN1C(=O)C(c2ccccc2)Oc2cccnc21)NCc1cccnc1 (stereo not drawn)	0.0	-7	-0.3	-1
O=C(NCC1CCCO1)C1CC(c2ccc(Cl)cc2)=NO1 (stereo not drawn)	0.0	-3	-0.5	3
CCc1cccc(OCCCN2CC(C)OC(C)C2)c1 (stereo not drawn)	0.0	29	-0.7	4

# Assay outcomes (PubChem BioAssay)
